Screening data deposited in PubChem BioAssay by several laboratories.
MEX-5 binding: C. elegans MEX-5 TCR-2 RNA binding activity | Q9XUB2 | MEX-5/FITC-TCR2 RNA binding, fluorescence polarization; active compounds read low | activity score (negative = inhibition of binding), % at 10 µM | 0.38% of 300,000 active;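 active means inhibition past about -25% in most replicates, and total fluorescence under double the plate's negative control median, limit read from the data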;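 further: 0% = DMSO and -100% = 5 µM competing unlabeled TCR2 RNA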
MCL1 BIM primary: disrupts human MCL1 binding to BIM-BH3 peptide. Q07820. GST-MCL1 / FITC-Bim-BH3 fluorescence polarization. inhibition, % at 10.9 µM. 0.68% of 320,000 active;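 active means inhibition above the mean inhibition of all tested compounds plus 3 SD, set per campaign, cut at about 40% in these data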;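 further: 0% = DMSO wells and 100% = unlabeled Bim-BH3 peptide control; higher means more loss of mP so more displacement of Bim peptide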
Target sequence (Q07820 whole entry, looked up): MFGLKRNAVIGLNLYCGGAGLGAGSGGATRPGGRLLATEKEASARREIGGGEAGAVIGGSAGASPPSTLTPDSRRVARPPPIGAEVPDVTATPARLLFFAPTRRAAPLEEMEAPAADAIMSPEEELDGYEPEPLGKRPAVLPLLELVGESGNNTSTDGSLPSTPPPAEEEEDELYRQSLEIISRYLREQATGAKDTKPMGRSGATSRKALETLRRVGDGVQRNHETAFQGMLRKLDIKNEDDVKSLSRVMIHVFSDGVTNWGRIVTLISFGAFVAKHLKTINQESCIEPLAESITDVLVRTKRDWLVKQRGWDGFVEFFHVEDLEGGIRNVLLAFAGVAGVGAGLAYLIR
GLD-1 RNA inh: GLD-1-TGE RNA interaction inhibition (C. elegans). Q17339. purified GLD-1 + fluorescein TGE RNA, fluorescence polarization. 0.44% of 320,000 active. inhibition, % at 5.96 µM. AID 2280;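 active means percent inhibition above a per-plate cutoff, the plate mean of test compounds plus 3 SD, cut at about 30% in these data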;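 further: 0% = DMSO wells with GLD-1 and probe and 100% = wells lacking GLD-1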
pPAFAH FP inh: pPAFAH (human) enzyme inhibition | Q13093 | recombinant pPAFAH, FP-rhodamine probe fluorescence polarization | inhibition, % at 3.39 µM | 1.5% of 330,000 active | AID 463082;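 active means inhibition above the mean inhibition across the screen plus 3 SD, cut at about 25% in these data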;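 further: inhibitors block binding of the rhodamine activity-based probe so polarization drops; 0% = enzyme with DMSO and 100% = wells lacking pPAFAH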
AHR activator: activates the human aryl hydrocarbon receptor. P35869. AHR-responsive luciferase reporter cells, luminescence. activation, % at 5 µM. 2.5% of 320,000 active. AID 2796; in the data active means activation above about 47%;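 further: 0% = vehicle wells and 100% = reference agonist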
PAFAH1B2 inh: inhibitors of human PAFAH1B2 | inhibition, % at 3.39 µM | AID 492953 | recombinant PAFAH1B2, FP-rhodamine activity probe, fluorescence polarization | 1.2% of 340,000 active | P68402;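 active means inhibition above the mean of all tested compounds plus 3 SD, cut at about 24% in these data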;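 further: 0% = enzyme with DMSO and 100% = wells lacking PAFAH1B2; many of its hits are not listed in these tables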
Fam108B inh: counter-screen for RBBP9 inhibitors: inhibitors of mouse Fam108B | recombinant Fam108B, FP-Rh probe fluorescence polarization | AID 1947 | 0.33% of 300,000 active | inhibition, % at 9.51 µM;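 active means inhibition above the screen mean inhibition plus 3 SD, computed separately per campaign, cut at about 18% in these data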;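 further: inhibitors lower polarization as less probe binds the enzyme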
PME-1 inh: blocks human protein phosphatase methylesterase 1 | recombinant PME-1, FP-Rh probe fluorescence polarization | 0.53% of 320,000 active | Q9Y570 | inhibition, % at 5.9 µM | AID 2130;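 active means inhibition above the campaign mean of all compounds plus 3 SD, cut at about 26% in these data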;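 further: competitive labeling of PME-1 active site by serine hydrolase directed probe; 0% = PME-1 with DMSO and 100% = wells lacking PME-1 enzyme; inhibitors block probe labeling so polarization falls and inhibition rises; many of its hits are not listed in these tables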
Target sequence (Q9Y570 whole entry, looked up): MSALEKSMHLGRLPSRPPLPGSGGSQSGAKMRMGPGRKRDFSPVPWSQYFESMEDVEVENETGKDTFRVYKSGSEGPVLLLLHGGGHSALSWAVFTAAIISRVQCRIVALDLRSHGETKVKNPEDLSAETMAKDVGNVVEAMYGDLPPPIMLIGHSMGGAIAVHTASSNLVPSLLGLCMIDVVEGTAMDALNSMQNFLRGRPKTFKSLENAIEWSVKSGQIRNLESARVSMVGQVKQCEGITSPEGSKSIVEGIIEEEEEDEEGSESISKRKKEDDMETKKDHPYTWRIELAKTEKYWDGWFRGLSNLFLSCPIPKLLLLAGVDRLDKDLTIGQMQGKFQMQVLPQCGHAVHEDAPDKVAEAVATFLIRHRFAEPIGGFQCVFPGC
Bcl-xL primary: Bcl-xL (human) inhibition. GST-Bcl-xL / FITC-Bim BH3 peptide fluorescence polarization. inhibition, % at 10.9 µM. 0.7% of 320,000 active;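 active means inhibition above the mean of all tested compounds plus 3 SD, cutoff set per campaign, cut at about 30% in these data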;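 further: 0% = DMSO wells and 100% = unlabeled Bim-BH3 peptide competitor; inhibitors lower millipolarization by displacing the labeled peptide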
Active calls of the source: *; x = no result given.

1: O=C(CCN1C(=O)C2C3C=CC(C3)C2C1=O)Oc1ccc2ccccc2c1 (configuration not stated)
2: Cc1cccc2c(=O)cc(C(F)(F)F)[nH]c12
3: Cc1cc(C)c(NC(=O)CSc2nnnn2-c2cccnc2)c(C)c1
4: CC1Cc2ccccc2N1C(=O)CSc1nncs1 (configuration not stated)
5: CN(Cc1ccc(Cl)s1)C(=O)CCl
6: COc1cccc(NC(=O)[C@H](NC(=O)[C@@H]2Cc3ccccc3CN2)c2ccccc2)c1
7: COC(=O)c1ccc(Oc2nc3c(c(=O)n(C)c(=O)n3C)n2CCC(C)C)cc1
8: Cc1cccn2c(=O)c3cc(C(=O)NCC(C)C)sc3nc12
9: O=[N+]([O-])c1ccc2oc(C3CCCCC3)nc2c1
10: Cc1csc(NC(=O)C2CCN(C(=O)c3ccccc3C)CC2)n1
Assay by compound | 1 | 2 | 3 | 4 | 5 | 6 | 7 | 8 | 9 | 10
MEX-5 binding | -1.2 | 3.0 | 1.1 | x | 3.8 | 4.3 | 1.8 | 1.3 | -1.1 | 0.7
MCL1 BIM primary | -4 | -5 | 2 | -13 | 0 | -7 | 5 | 1 | 8 | -9
GLD-1 RNA inh | 1 | 4 | -2 | 7 | -4 | -5 | 1 | 7 | -9 | 0
pPAFAH FP inh | 6 | 3 | 2 | -1 | 0 | 7 | 2 | 2 | 2 | 0
AHR activator | 11 | 0 | 1 | 1 | 0 | 8 | 0 | -4 | 0 | 0
PAFAH1B2 inh | 20 | -1 | -4 | 3 | 1 | -1 | 3 | 5 | 4 | 2
Fam108B inh | -3 | -2 | -1 | x | 3 | -5 | 0 | -4 | 3 | 1
PME-1 inh | 2 | -2 | 1 | 10 | -4 | -2 | -7 | 1 | -3 | 3
Bcl-xL primary | -2 | 1 | -1 | -4 | 2 | 3 | 9 | 2 | 3 | 0

Record cards, from the list above. Screens in order: MEX-5 binding | MCL1 BIM primary | GLD-1 RNA inh | pPAFAH FP inh | AHR activator | PAFAH1B2 inh | Fam108B inh | PME-1 inh | Bcl-xL primary
Cc1cccn2c(=O)c3cc(C(=O)NCC(C)C)sc3nc12 is listed as 1.3 | 1 | 7 | 2 | -4 | 5 | -4 | 1 | 2
COC(=O)c1ccc(Oc2nc3c(c(=O)n(C)c(=O)n3C)n2CCC(C)C)cc1 is listed as 1.8 | 5 | 1 | 2 | 0 | 3 | 0 | -7 | 9

New compounds follow:
11: CC(=O)Nc1ccc(NS(=O)(=O)c2ccc(C)cc2)cc1[N+](=O)[O-]
12: COCCn1c(=NC(=O)c2ccco2)sc2cc(C(=O)OC)ccc21
13: CC1CC(NC(=O)C2(C)CC2(Cl)Cl)CC(C)(C)C1 (configuration not stated)
14: Cc1ccccc1Nc1nc(-c2cccnc2)nc2ccccc12
15: COc1ccc2nc(/N=C(\N)NC(=O)N3c4ccccc4Sc4ccccc43)nc(C)c2c1
16: CCOC(=O)c1c(C)[nH]c(C)c1C(=O)COC(=O)c1cccnc1SC
17: CC(=O)c1cccc(OCc2cc(C(=O)NC3CCN(Cc4ccccc4)CC3)no2)c1
18: COc1ccc(S(=O)(=O)N2CCOCC2)cc1NC(=O)CN1C(=O)NC2(CCCC2)C1=O
19: CCCS(=O)(=O)c1c(S(=O)(=O)CCC)c2cc(CC)ccn2c1C(=O)OC
20: CC(C)COc1cccc(C(=O)Nc2ccc(S(=O)(=O)N3CCOCC3)cc2)c1
Assay by compound | 11 | 12 | 13 | 14 | 15 | 16 | 17 | 18 | 19 | 20
MEX-5 binding | 0.0 | 1.4 | -0.2 | 3.5 | 1.6 | x | x | x | 1.5 | -1.7
MCL1 BIM primary | 3 | -5 | -12 | -5 | 1 | 2 | -14 | -19 | 2 | 4
GLD-1 RNA inh | 5 | 1 | 1 | 3 | 7 | -5 | -6 | 2 | 0 | 8
pPAFAH FP inh | 5 | 7 | -4 | 2 | 8 | 1 | -6 | -3 | -3 | -10
AHR activator | 2 | -1 | 2 | 45 | 8 | 1 | 4 | 1 | 0 | 1
PAFAH1B2 inh | x | 0 | 26* | -2 | 0 | -2 | -6 | -1 | 4 | -2
Fam108B inh | 7 | -2 | -3 | -3 | -15 | x | -4 | x | 0 | -12
PME-1 inh | 1 | -1 | 6 | 1 | -8 | -5 | -3 | 2 | 5 | -26
Bcl-xL primary | 3 | 3 | -3 | 4 | 3 | 4 | -5 | -8 | 5 | 0

21: Cc1nn(-c2ccccc2)c2c1C1(C(=O)N3c4c(cccc41)C(C)CC3(C)C)C(C#N)=C(N)O2 (configuration not stated)
22: CCSc1nnc(NC(=O)CSc2nc3c(c(=O)n2C)SC(C)C3)s1 (configuration not stated)
23: CCOc1ccccc1N(CC(=O)Nc1cccc2ccccc12)S(C)(=O)=O
24: CCn1c(=NC(=O)c2cccc(N3C(=O)CCC3=O)c2)sc2c(OC)ccc(OC)c21
25: CCCCn1nc2cc(C(=O)NCc3ccccc3OC)ccc2c1OCC
26: Cc1ccc(CNC(=O)C2c3ccccc3C(=O)N(C)C2c2c[nH]c3ccccc23)o1 (configuration not stated)
27: COc1ccc(OC)c(C2C(C(=O)c3cccs3)=C(O)C(=O)N2CCN(C)C)c1 (configuration not stated)
Assay by compound | 21 | 22 | 23 | 24 | 25 | 26 | 27
MEX-5 binding | 0.2 | 3.4 | 0.0 | -0.3 | 1.5 | 1.3 | -2.7
MCL1 BIM primary | 1 | 0 | 3 | -6 | -3 | 5 | 6
GLD-1 RNA inh | 8 | 2 | 1 | 0 | -8 | 2 | -3
pPAFAH FP inh | 4 | 5 | 0 | -7 | 0 | 1 | -2
AHR activator | 4 | 3 | 3 | 14 | 18 | 4 | 6
PAFAH1B2 inh | 11 | 6 | 1 | 6 | 9 | x | -1
Fam108B inh | -1 | -4 | 2 | 1 | 1 | 0 | 3
PME-1 inh | 1 | 7 | 4 | -3 | -3 | -6 | 0
Bcl-xL primary | 5 | 6 | 5 | 0 | 3 | 6 | 2

Entries shown so far that have four or more nitrogen atoms:
3: Cc1cc(C)c(NC(=O)CSc2nnnn2-c2cccnc2)c(C)c1
7: COC(=O)c1ccc(Oc2nc3c(c(=O)n(C)c(=O)n3C)n2CCC(C)C)cc1
14: Cc1ccccc1Nc1nc(-c2cccnc2)nc2ccccc12
15: COc1ccc2nc(/N=C(\N)NC(=O)N3c4ccccc4Sc4ccccc43)nc(C)c2c1
18: COc1ccc(S(=O)(=O)N2CCOCC2)cc1NC(=O)CN1C(=O)NC2(CCCC2)C1=O
21: Cc1nn(-c2ccccc2)c2c1C1(C(=O)N3c4c(cccc41)C(C)CC3(C)C)C(C#N)=C(N)O2 (configuration not stated)
22: CCSc1nnc(NC(=O)CSc2nc3c(c(=O)n2C)SC(C)C3)s1 (configuration not stated)
Assay by compound | 3 | 7 | 14 | 15 | 18 | 21 | 22
MEX-5 binding | 1.1 | 1.8 | 3.5 | 1.6 | x | 0.2 | 3.4
MCL1 BIM primary | 2 | 5 | -5 | 1 | -19 | 1 | 0
GLD-1 RNA inh | -2 | 1 | 3 | 7 | 2 | 8 | 2
pPAFAH FP inh | 2 | 2 | 2 | 8 | -3 | 4 | 5
AHR activator | 1 | 0 | 45 | 8 | 1 | 4 | 3
PAFAH1B2 inh | -4 | 3 | -2 | 0 | -1 | 11 | 6
Fam108B inh | -1 | 0 | -3 | -15 | x | -1 | -4
PME-1 inh | 1 | -7 | 1 | -8 | 2 | 1 | 7
Bcl-xL primary | -1 | 9 | 4 | 3 | -8 | 5 | 6

Not all compounds are listed. The share of hits here may be higher or lower than overall.
